High-throughput results deposited in PubChem by National Center for Advancing Translational Sciences (NCATS).
HT1080NT lethal: qHTS for induction of synthetic lethality in tumor cells producing 2HG: qHTS for the HT-1080-NT fibrosarcoma cell line. HT-1080-NT fibrosarcoma viability, CellTiter-Glo ATP luminescence, 48 h. Potency, µM (doses to about 46.1 µM), inactives show top-dose activity, negative = less viability, hits mostly cytotoxic. hit rate 1.6% among 360,000. AID 686970, 2013;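 note: NT is the 2HG producing partner of a matched IDH1 knockdown line; potency is the fitted concentration of half-maximal effect; 0% = DMSO-treated cells and -100% = media-only wells without cells; nearly all actives have a fitted effect of over 55% in size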
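HT-1080-NT; 750 cells/well; 5% FBS RPMI; 48 h compound, 37 degrees C; CellTiter-Glo luminescence; curve fitting and curve-class assignment.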
KB-V1 cytotox: qHTS assay for MDR1-selective chemotherapeutics: Primary screen using the drug-selected MDR subline cells KB-V1 | KB-V1 MDR cells viability, CellTiter-Glo, 72 h | Potency, µM (titrated, usually from 46.1 µM), for inactives: at the highest dose activity change, negative = cytotoxicity, most hits filed as cytotoxic | hit rate 3.4% among 400,000 | AID 1347076, 2019; note: potency is the fitted concentration of half-maximal effect; % is set by controls: 0 for no effect and ±100 for the full control effect; nearly all actives have a fitted effect of over 60% in size
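Potencies derive from concentration-effect curves fitted to normalized luminescence (CellTiter-Glo) of KB-V1 cells treated for 72 h at 37 degrees C in phenol-red-free DMEM containing 10% FBS.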
GLP1R ag: qHTS of GLP-1 Receptor Agonists. hit rate 0.007% among 380,000. HEK293 GLP-1R CRE-luciferase, luminescence, 4-6 h; cells express a hypersensitive GLP-1R form. AID 624172, 2012. Glucagon-like peptide 1 receptor (Homo sapiens), P43220. Potency, µM (top dose mostly 45.6 µM), without a hit: top-dose activation, actives largely listed as activators; note: potency is the fitted concentration of half-maximal effect; % of control where 0% means no effect
Target sequence (P43220 whole entry, looked up): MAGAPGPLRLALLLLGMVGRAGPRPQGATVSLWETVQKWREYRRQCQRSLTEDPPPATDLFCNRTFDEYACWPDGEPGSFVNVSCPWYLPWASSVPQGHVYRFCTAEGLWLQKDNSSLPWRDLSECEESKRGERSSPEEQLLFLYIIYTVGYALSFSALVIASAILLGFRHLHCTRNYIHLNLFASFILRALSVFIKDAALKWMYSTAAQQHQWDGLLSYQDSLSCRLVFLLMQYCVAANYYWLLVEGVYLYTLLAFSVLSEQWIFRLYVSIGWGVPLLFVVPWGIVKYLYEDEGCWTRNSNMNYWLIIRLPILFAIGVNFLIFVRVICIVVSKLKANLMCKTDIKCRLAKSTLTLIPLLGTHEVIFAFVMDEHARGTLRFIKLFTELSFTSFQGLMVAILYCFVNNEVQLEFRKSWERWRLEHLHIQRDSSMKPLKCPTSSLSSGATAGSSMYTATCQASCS
D3 ag: qHTS of D3 Dopamine Receptor Agonist: qHTS; D(3) dopamine receptor (Homo sapiens), P35462; D3R DiscoveRx beta-arrestin cells, luminescence, 90 min; max activation, %; hit rate 0.58% among 410,000; in the data active = max activation above about 30%; note: 0% is about no effect; mostly tested at two doses, the higher about 12 µM
Target sequence (P35462 whole entry, looked up): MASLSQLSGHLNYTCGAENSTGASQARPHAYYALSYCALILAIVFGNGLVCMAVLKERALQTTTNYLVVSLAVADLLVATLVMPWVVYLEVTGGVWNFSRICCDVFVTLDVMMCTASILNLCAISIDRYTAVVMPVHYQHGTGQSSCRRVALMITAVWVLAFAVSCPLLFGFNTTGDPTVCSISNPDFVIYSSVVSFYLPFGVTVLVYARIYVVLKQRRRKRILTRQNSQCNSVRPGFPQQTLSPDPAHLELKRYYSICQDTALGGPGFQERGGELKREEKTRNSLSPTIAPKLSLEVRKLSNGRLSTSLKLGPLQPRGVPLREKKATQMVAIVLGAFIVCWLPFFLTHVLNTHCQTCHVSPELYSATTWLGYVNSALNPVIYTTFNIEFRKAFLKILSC
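Cells at 1500/well, incubated overnight, then treated with pinned compounds (dopamine as control) for 90 min at 37 degrees C. DiscoveRx reagent added for 30 - 60 minutes at room temperature; luminescence read.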
IL1B secr inh: qHTS for Inhibitors of Inflammasome Signaling: IL-1-beta AlphaLISA Primary Screen; THP-1 LPS/ATP IL-1B secretion, AlphaLISA, 16 h; stronger effect = lower value; activity change, % at 57.5 µM; hit rate 4.7% among 360,000; AID 743279, 2014; in the data active = activity change below about -50%; inconclusive = mostly about -30% to -49%; note: % is set by controls: 0 for no effect and ±100 for the full control effect
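Secreted IL-1B measured by AlphaLISA bead assay after 16 h compound exposure of THP-1 cells; compounds (final up to 57.5 uM) added 1 h before LPS (250 ng/mL) and ATP (1.25 mM) stimulation; lower signal means less secretion.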
HT1080 IDH1KD tx: qHTS for induction of synthetic lethality in tumor cells producing 2HG: qHTS for the HT-1080-IDH1KD cell line; HT-1080 IDH1 knockdown viability, ATP luminescence, 48 h; Potency, µM (top dose mostly 46.1 µM), inactives show at the highest dose activity, negative = toxicity, most hits filed as cytotoxic; hit rate 2% among 360,000; AID 686971, 2013;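 note: potency is the fitted concentration of half-maximal effect; 0% = DMSO wells and -100% = cell-free medium wells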
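Assay cells: HT-1080 with IDH1 knockdown, 750 per well, RPMI/5% FBS. Exposure: 48 h at 37 °C following 2 h pre-incubation. Read: CellTiter-Glo luminescence; fitted concentration-response, curve class assigned.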
KB-3-1 tox: qHTS assay for MDR1-selective chemotherapeutics: Primary screen using the parental adenocarcinoma cell KB-3-1; KB-3-1 viability, CellTiter-Glo ATP luminescence, 72 h; Potency, µM (highest dose often 46.1 µM), inactives show top-dose activity change, negative = cytotoxic, hits mostly cytotoxic; hit rate 1.4% among 400,000; AID 1347075, 2019; note: potency is the fitted concentration of half-maximal effect; % is set by controls: 0 for no effect and ±100 for the full control effect; nearly all actives have a fitted effect of over 60% in size
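Luminescent ATP read-out (CellTiter-Glo) measures survival of drug-naive KB-3-1 cells after 72 h compound exposure at 37 °C. Titration series was screened from lowest to highest concentration, with DMSO vehicle plates as background controls.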
SW480 rereplic: A quantitative high throughput screen for small molecules that induce DNA re-replication in SW480 colon adenocarcinoma cells; SW480 DNA re-replication, Hoechst DNA content imaging, 48 h; Potency, µM (series often up to 46.1 µM), for inactives: top-dose re-replication activation, hits mostly activators; hit rate 1.8% among 340,000; AID 624297, 2012; note: potency is the fitted concentration of half-maximal effect; % of control where 0% means no effect; nearly all actives have a fitted effect of over 55% in size
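DNA re-replication was detected as more nuclei of elevated Hoechst intensity after 48 hr exposure to compound (23 nL pinned per well of 250 cells).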
DRD3 antagonist: qHTS of D3 Dopamine Receptor Antagonist: qHTS | D3R cells, DiscoveRx beta-arrestin luminescence, antagonist mode; stronger effect = lower value | max response, negative = inhibition, % | hit rate 2.5% among 360,000; in the data active = max response below about -50%; inconclusive = no clear call, values can overlap the other calls; note: % is set by controls: 0 for no effect and ±100 for the full control effect; mostly tested at two doses, the higher about 12 µM
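Cells expressing the human receptor were seeded at 1500 cells/well, incubated overnight at 37 degrees C in 5% CO2, then exposed to library compounds with dopamine controls for 90 minutes at 37 degrees C before luminescent detection.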
* = called active by the depositor; i = inactive; ? = inconclusive; / = no result given; [ ] = remark or other dose. Unless noted, calls come from the whole dose curve; as a rule, active = well fitted curve in the direction sought with a large enough effect; inconclusive = small, poorly fitted or top-dose-only effect, or another doubt; inactive = no such curve, though single readings can be large; an effect the other way counts as inactive or inconclusive.

molecule,HT1080NT lethal,KB-3-1 tox,DRD3 antagonist,D3 ag,IL1B secr inh,KB-V1 cytotox,HT1080 IDH1KD tx,GLP1R ag,SW480 rereplic
CC1Cc2ccccc2N1C(=O)Cn1c(=O)cc(O)c2ccccc21 (centres undefined),-12%,0%,-10,-2,-3,2%,-19%,3%,8%
CCCCn1c(CNC(=O)CCC)nc2ccccc21,-1%,-8%,-8,-6,-10,-21%,0%,0%,-13%
COc1ccc(C)cc1NC(=O)C(OC(=O)CNC(=O)c1ccc(Br)cc1)c1ccccc1 (centres undefined),14%,0%,9,-2,3,-18%,15%,7%,/
O=C(c1cnn2c(-c3ccccc3)cc(-c3ccccc3)nc12)N1CCN(Cc2ccccc2)CC1,0%,?,-14,-8,-4,-20%,0%,-2%,18µM*
O=C(CCNC(=O)c1ccc([N+](=O)[O-])cc1)Nc1ccc(F)cc1,11%,2%,37,-1,-1,8%,15%,11%,5%
COc1cc(C(=O)NCCc2ccc(S(=O)(=O)N3CCCC3)cc2)cc(OC)c1OC,0%,-1%,24,2,6,4%,-6%,4%,-6%
CCOC(=O)N1CCN(C(=O)Cn2ccc3c(OC)cccc3c2=O)CC1,-3%,-16%,-8,-11,-25,20%,1%,0%,-6%
CSc1ncccc1C(=O)OCC(=O)Nc1ccc(Cl)cn1,5%,3%,67,-5,4,0%,-6%,-10%,-3%
CCn1c(=O)c2cc(C(=O)NCCc3cc(OC)ccc3OC)sc2c2ccccc21,/,8%,/,7,/,8%,/,0%,/
CN1C(=O)[C@H]2[C@@H](c3ccc(C(F)(F)F)cc3)N[C@]3(CCCN(Cc4ccc(F)cc4)C3=O)[C@H]2C1=O,-18%,3%,-15,-8,14,-22%,-10%,4%,/
O=C(CNc1ccc(C(F)(F)F)cc1)Nc1cccc(S(=O)(=O)N2CCCCC2)c1,?,-14%,-2,1,-59*,-12%,?,-3%,/
NC(=O)C1CC12c1ccccc1-c1ccccc12 (centres undefined),0%,4%,-14,4,20,21%,0%,3%,9%
CCOc1ccc2oc(C(=O)N(C)CC(=O)Nc3ccc(OCC)c(OCC)c3)c(C)c2c1,0%,20%,0,2,-6,-26%,0%,3%,-6%
Cc1cccc(NC(=O)CCCCCN2C(=O)c3ccccc3C2=O)n1,5%,14%,27,7,5,0%,5%,5%,-10%
CC(C)(C)N/N=C/c1cc(Cl)cc([N+](=O)[O-])c1O,1%,?,-110*,-16,-28,?,5%,-21%,-9%
CCN(CC)C(=O)CS(=O)(=O)CC(=O)Nc1cc(OCCOC)c(Cl)cc1Cl,-4%,-18%,3,7,30,-23%,-9%,5%,-15%
O=C(CCNS(=O)(=O)c1ccccc1)NNC(=O)c1csc(N2CCOCC2)n1,-14%,-16%,8,4,8,18%,1%,3%,?
CCn1c(CNc2ccc(F)cc2)nnc1SCC(=O)OC1CCCCC1,-6%,0%,-5,7,-1,1%,0%,1%,-6%
COc1ccc(NC(=O)C2CCCN(c3c4c(nc5ncnn35)CCC4)C2)cc1 (centres undefined),5%[9.24 µM],0%,18,18,-1,0%,-22%,22%,?
CCCNC(=O)C1(C)CCN1C(=O)c1cc(C)n(C)n1 (centres undefined),15%,12%,11,2,25,2%,19%,-6%,/
Cc1ccc(-c2noc(Cn3cc(S(=O)(=O)N4CCCC4)ccc3=O)n2)cc1,2%,-14%,6,-6,23,-6%,8%,5%,-5%
COc1cc(/C=C2\CCOC2=O)cc(OC)c1OC,21%,10%,8,6,-1,15%,7%,17%,6%
CCOC(=O)c1c(=O)n(O)c2ccc(OC)cc2[n+]1[O-],9%,8%,-23,-1,-2,11%,8%,-10%,-1%
O=C(CN1C(=O)C(=O)c2ccccc21)NC1CCCCC1,5%,-2%,?,-9,2,-5%,0%,-14%,1%
Cc1ccc(C)n1-c1ccc(NC(=O)c2ccccc2)cc1,-6%,-11%,?,-11,-53*,-15%,-20%,14%,?
CC1(C)C(c2ccc(Cl)cc2)=[N+]([O-])C2(CCCC/C2=N\O)N1O (centres undefined),12%,11%,0,5,11,17%,14%,-1%,-7%
Cc1ccc(OC(=O)c2cccc(S(=O)(=O)N3CCN(C)CC3)c2)c(Br)c1,6%,3%,11,0,i,0%,21%,-15%,-4%
Cc1cc(NS(=O)(=O)c2ccc(NC(=O)c3cccnc3)cc2)nc(C)n1,?,3%,11,-2,-2,?,20%,-1%,-76%[inhibitor]
O=C(Nc1ccccc1C(=O)NCC1CCCO1)c1ccc(Cl)cc1 (centres undefined),0%,/,11,0,-7,/,4%,5%,1%
C=CCn1c(SCC(C)=O)nc2scc(-c3ccc(C)o3)c2c1=O,-23%,21%,21,1,-21,-30%,?,4%,-5%
Cc1ccc[n+](CC(=O)Nc2ccc(C)c(C)c2)c1,-8%,-21%,2,-21,23,18%,-3%,-7%,-8%
CCOc1ccc(NC(=S)N2CCC(C(=O)c3ccc(OC)cc3)CC2)cc1,0%,-4%,13,-5,-7,-29%,-3%,-5%,/
CCOc1ccccc1/C=C/C(=O)c1ccc(Cl)cc1,-1%,-4%,13,-7,i,-19%,1%,-2%,?
COc1cc(S(=O)(=O)NC2CC(C)(C)NC(C)(C)C2)c(OC)cc1Cl,13%,-2%,5,-12,-13,-30%,20%,11%,-1%
Cc1cc(C)c2c(n1)nn1c(N3CCN(c4ccccc4)CC3)cc(C)nc21,-43%,3%,14,-1,30,-5%,?,4%,-2%
Nc1cccc(-c2csc(-n3ncc(C(=O)O)c3C(F)(F)F)n2)c1,-6%,1%,-13,-5,0,-5%,1%,-3%,-6%
O=C1C2C3C=CC(CNS(=O)(=O)c4ccccc4[N+](=O)[O-])(O3)C2C(=O)N1c1ccccc1 (centres undefined),-7%,-2%,5,0,0,?,3%,9%,?
CCc1ccc(NC(=O)CSCc2ccc(C(=O)O)cc2)cc1,-7%,5%,-15,4,-10,10%,-1%,2%,16%
O=C(Nc1ccc2c(c1)nc1n2CCOC1)c1ccco1,17%,0%,9,6,-7,10%,15%,-9%,-12%
COC(=O)CSc1nc(C)cc(C)c1C#N,16%,?,7,-6,-11,?,1%,7%,4%
CCCCN(C(=O)C1CCCO1)c1c(N)n(CCC)c(=O)[nH]c1=O (centres undefined),0%,14%,8,-1,13,0%,0%,-2%,-5%
N/C(=N\OC(=O)COc1ccc(Cl)cc1Br)c1ccncc1,16%,0%,6,1,-6,-26%,5%,6%,-14%
O=C(OCc1ccccc1)Oc1cncc(C(=O)O)c1,1%,6%,17,-17,15,3%,1%,0%,1%
COc1ccccc1C(=O)C1CCCN(C(=O)CCn2cnnn2)C1 (centres undefined),20%,8%,-2,0,4,17%,1%,5%,0%
Cn1c(SCC(=O)OC2CCCCC2)nnc1-c1ccco1,18%,0%,14,3,55,3%,17%,1%,?
O=C(Nc1cccc(Cl)c1)/C(=C\c1cccnc1)NC(=O)c1ccco1,12%,-1%,-9,1,-8,2%,5%,0%,5%
C[C@H](CO)N1C[C@H](C)[C@@H](CN(C)S(=O)(=O)c2ccc(F)cc2)Oc2ccc(NS(=O)(=O)c3ccccc3)cc2C1=O,1%,-2%,13,-5,-10,?,0%,0%,-16%
COc1ccc(/C(C)=N/NC(=O)C2CC2)cc1,22%,-1%,8,3,2,-11%,12%,-3%,-33%[inhibitor]
O=C(NC1CCN(Cc2ccccc2)CC1)c1ccccc1OCc1ccccc1,9%,-1%,-99*,-23,-3,-8%,-2%,24%,-77%
COc1cccc(NC(=O)c2cnc(SC)nc2C)c1,1%,9%,0,-2,-23,-3%,8%,-1%,-1%
COc1ccc(CCn2cnc3c([nH]c4ccccc43)c2=O)cc1,9%,14%,12,7,0,?,1%,8%,-13%
Cc1ccc(C)c(NC(=O)Cn2c(=O)n(Cc3ccco3)c(=O)c3ccc(C(=O)NC4CCCC4)cc32)c1,/,3%,/,-6,/,-25%,/,3%,/
N#Cc1ccc(C23OCCN2CCn2nc4ccccc4c23)cc1 (centres undefined),8%,3%,-17,-15,43,-7%,0%,-2%,1%
CC(C)Oc1ccc(CNC(=O)c2ccc3nc(N4CCOCC4)sc3c2)cc1,11%,1%,-24,-9,16,-7%,4%,-5%,1%
OC(COCc1ccc(Cl)cc1)CN1CCN(CC(O)COCc2ccc(Cl)cc2)CC1 (centres undefined),?,?,20,-5,?,?,?,-4%,?
CCC(C)(C)C1CCC2(CC1)NC(=O)N(CC(=O)N(C)CCOc1ccc(Cl)cc1)C2=O (centres undefined),1%,-23%,0,4,18,?,0%,-3%,18%
COc1cccc(C(=O)NNC(=O)c2cccc(F)c2)c1,18%,14%,-3,-1,3,0%,14%,-7%,18%
CCOc1cc(CNCCc2ccc(S(N)(=O)=O)cc2)ccc1OCC(=O)NC1CCCCC1,-26%,-9%,-11,-16,-19,12%,-25%,-26%,-1%
O=C(COC(=O)/C=C/c1ccc([N+](=O)[O-])cc1)NCc1ccccc1,-2%,-2%,2,-9,61,3%,0%,8%,-4%
